mHTT-CaM PPI inh: inhibitors of human mutant huntingtin-calmodulin interaction; P42858; AlphaScreen His-mHTT/GST-CaM binding, luminescence; inhibition, % at 15 µM; actives 3.6% (n = 190,000);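 note: 0% = both proteins with DMSO and 100% = one protein alone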
Pf apPOL inh: Pf-apPOL DNA polymerase inhibition; Recombinant Pf-apPOL, molecular beacon fluorescence, 1.5 h; actives 0.25% (n = 210,000); inhibition, % at 10 µM; AID 1794808
* hit, by the source's call; · = no result given; & = joins results of further samples. Cut-off read from the data, not from the text of the source: active = inhibition above about 50%; inactive = the rest. Only part of the results is shown; count on the stated rates, not on these rows.

Second line of a record – mHTT-CaM PPI inh	Pf apPOL inh
CC(C)Cc1nc(SCC(=O)Nc2ccccc2)n[nH]1
→ -4	2
Cc1ccc2nc(-c3cc(N=Cc4cccc([N+](=O)[O-])c4)ccc3O)[nH]c2c1
→ 55*	4
CCN1C=C(Cc2ccc(OC)cc2)C2=C(C1)C(c1ccc(OC)cc1)C(C#N)=C(N)O2 (configuration not stated)
→ 41	-9
COc1ccc(Br)cc1/C=C1/N=C(c2cc(Br)ccc2OC)OC1=O
→ 8	0
O=C(COc1ccccc1)Nc1ccc(-n2nncc2-c2ccccc2)cc1
→ 15	-6
C=C1C[C@@]23CC[C@H]4[C@@](C)(CCC[C@@]4(C)C(=O)O)[C@@H]2CC[C@]1(O)C3
→ ·	0
CCCCNC(=O)C1CCCN(c2cnn(C)c(=O)c2)C1 (configuration not stated)
→ 0	0
O=[N+]([O-])c1ccc(N2CCOCC2)c(F)c1
→ -2	-7
Cn1c(C(=O)N2CCCCC2)cc2c1CCN(Cc1ccccc1)C2
→ 24	-2
COc1ccc(-c2cc3nc4c(c(=O)n3[nH]2)CN(C(=O)CCc2ccccc2)CC4)cc1
→ 6	0
CCOC(=O)COc1nc(-c2cccs2)cc(C(F)(F)F)c1C#N
→ ·	-2&-10
COC(=O)c1ccccc1NC(=O)N1CC2CC1CC2NC(=O)c1cccs1 (configuration not stated)
→ 16	-4
O=Cc1ccc(-c2ccc(Br)c(Cl)c2)o1
→ 4	-10
Cc1ccc(-c2nc(C(=O)Nc3ccc(Cl)cc3)cs2)n1C
→ -7	-5
COc1ccc(OC)c(NC(=O)C(Cc2ccccc2)NS(=O)(=O)c2cccs2)c1 (configuration not stated)
→ 8	-6
COc1ccc(-c2c([C@H]3[C@@H]4C=CCC[C@@]4(C)C(=O)N3Cc3ccccc3)ccc3ccccc23)cc1OC
→ 100*	1
COc1ccc(OC)c(/C=c2\sc3nc(-c4ccccc4)nn3c2=O)c1
→ 3	0
CCOc1ccccc1NC(=O)N1CCCCCC1c1cccs1 (configuration not stated)
→ -34	-1
Cc1ccc(C2CC(=O)c3cnc(NC(=O)c4ccccc4)nc3C2)cc1 (configuration not stated)
→ 6	-4
N#Cc1c(N2C(=O)Nc3cc(Cl)c(Cl)cc3N2O)sc2c1CCCC2
→ 19	-6
O=C(Cc1cccs1)N1CCc2nc3cc(-c4ccccc4Cl)[nH]n3c(=O)c2C1
→ 52*	25
COc1ccc(C2=N/C(=C\c3cccnc3)C(=O)O2)cc1
→ -3	2
COc1ccc(N(CC(=O)N2CCCC2)S(=O)(=O)c2ccc(C)c([N+](=O)[O-])c2)cc1
→ 32	-6
N[n+]1cnn(CC(=O)c2ccc(Cl)cc2)c1
→ -6	1
Cc1ccccc1-n1[nH]c2c3c(ccc2c1=O)C(=O)c1ccccc1C3=O
→ 13	0
COc1cc(CN2CCN(Cc3ccc(OC)c(OC)c3)CC2)cc(OC)c1
→ -4	-5
O=C(Nc1ccc([N+](=O)[O-])cc1)c1ccco1
→ -1	-2
CCCCCCCc1ccc(NC(=O)N(Cc2ccc(Cl)cc2)Cc2cccnc2)cc1
→ ·	-18
CN1CCN(C(=O)C23CC4CC(C2)CC(c2ccccc2)(C4)C3)CC1
→ 40	-5
CC(C)(O)c1cn2ccccc2n1
→ -9	·

Among those listed so far, these contain an NH in an aromatic ring.
Second line of a record – mHTT-CaM PPI inh	Pf apPOL inh
CC(C)Cc1nc(SCC(=O)Nc2ccccc2)n[nH]1
→ -4	2
Cc1ccc2nc(-c3cc(N=Cc4cccc([N+](=O)[O-])c4)ccc3O)[nH]c2c1
→ 55*	4
COc1ccc(-c2cc3nc4c(c(=O)n3[nH]2)CN(C(=O)CCc2ccccc2)CC4)cc1
→ 6	0
O=C(Cc1cccs1)N1CCc2nc3cc(-c4ccccc4Cl)[nH]n3c(=O)c2C1
→ 52*	25
Cc1ccccc1-n1[nH]c2c3c(ccc2c1=O)C(=O)c1ccccc1C3=O
→ 13	0

Next results follow.
Second line of a record – mHTT-CaM PPI inh	Pf apPOL inh
O=C(CSc1ncccn1)Nc1nc(-c2ccccc2)cs1
→ 5	0
Cc1nc2ccc3nc(NC(=O)c4ccccn4)sc3c2s1
→ -2	0
COc1cc(C=Nc2ccc(C)c(C)c2)ccc1O
→ 19	3
Cc1ccc(NC(=O)c2oc3ccc(S(=O)(=O)N4CCOCC4)cc3c2C)c(C)c1
→ 0	-4
COc1ccc(NC(=O)N2CCc3nc4cc(-c5ccccc5)[nH]n4c(=O)c3C2)c(C)c1
→ 2	0
COc1c2c(c([N+](=O)[O-])c(OC)c1OC)C(=O)OC2
→ -6	·
CCOc1ccc(C(=O)Nc2cccnc2)cc1[N+](=O)[O-]
→ -3	-2
CCc1ccc(C2CC(c3ccc(OC)c(OC)c3)=NN2C(=O)CCC(=O)O)cc1 (configuration not stated)
→ 24	-5
CC1C(=O)N2CCCc3cc(S(=O)(=O)NC(c4ccccc4)c4ccccc4)cc1c32 (configuration not stated)
→ -2	-3
CCOC(=O)c1c(-c2ccccc2)oc2ccc(OCC(=O)OC)cc12
→ ·	-4
CCc1ccc(-n2nc3ccc(NC(=O)c4cccnc4)cc3n2)cc1
→ -4	-4
O=C(Nc1ccc(Cl)cc1Cl)c1cnccn1
→ -3&3	1&-7
Cc1ccc(C(=O)N2CCN(c3nc(CN4CCOCC4)cs3)CC2)cc1C
→ 9	3
Cc1cccc(NC(=O)Cc2nnc(-c3ccc4ncccc4c3)o2)c1C
→ 15	-2
COc1ccc(CN2CCN(C(=O)c3ccc4[nH]ccc4c3)CC2)cn1
→ -1	-2
CCc1nnc(-c2cccn2CC(=O)Nc2ccc(C(C)C)cc2)o1
→ 0	2
C=CCC1CCCCC12NC(=O)N(c1ccccc1)N2 (configuration not stated)
→ 3	3
O=C(Cc1ccc(F)cc1)Nc1ccccc1Cl
→ -2	-6
O=C1c2ccccc2C(=O)C1C(c1cccc([N+](=O)[O-])c1)C1C(=O)c2ccccc2C1=O
→ 27	2
O=C(Nc1nc(-c2ccc3c(c2)OCCO3)cs1)c1c(F)cccc1F
→ 3	-1
Cc1ccc([N+](=O)[O-])cc1N=Cc1c(C)cc(O)cc1O
→ 17	-5
CC(C)(C)N=C1Nc2ccccc2NC12CCCN(C(=O)NCc1cccc(F)c1)C2 (configuration not stated)
→ 99*	-4
CC1=C(C(=O)Nc2nc3ccccc3s2)C(c2cccc([N+](=O)[O-])c2)C2=C(CCCC2=O)N1 (configuration not stated)
→ 42	-6
CC(=O)NCCc1csc(C2CCN(C(=O)NCc3ccccc3)CC2)n1
→ 9	0
COc1cc(NC(=O)Cn2cnc3c2c(=O)n(C)c(=O)n3C)c(OC)cc1Cl
→ 3	-6
O=C(CSc1nc(-c2ccccc2)ns1)Nc1nc2ccccc2s1
→ -6	2
COc1cc(NS(=O)(=O)c2ccc(NC(=O)c3ccc(Cl)cc3)cc2)ncn1
→ 0	-4
CCc1nc(N2CCN(C)CC2)c2c(C)nn(-c3ccccc3Cl)c2n1
→ 8	-2
O=S(=O)(c1cc(Cl)ccc1Cl)N1CCc2ccccc2C1
→ -23	·
Cc1cc(OCC(=O)NCc2ccccc2Br)nc(N2CCCC2)n1
→ -1	5

(cont.)
Second line of a record – mHTT-CaM PPI inh	Pf apPOL inh
CC1CN=C2C=C(N3CCN(C(=O)NCCc4ccccc4)CC3)N=CN21 (configuration not stated)
→ -5	-5
O=C(N/C(=C/c1ccc2c(c1)OCO2)C(=O)N1CCOCC1)c1ccccc1Cl
→ 1	2
Cc1ccc([N+](=O)[O-])c(OCCSc2nnnn2-c2ccccc2)c1
→ -17	3
O=S(=O)(c1ccc2nncn2c1)N(Cc1cccc(F)c1)c1cccc(F)c1
→ 30	-1
Cc1cc(C)cc(Cn2cc(CN3CC(N4CCN(CCO)CC4)CS3(=O)=O)nn2)c1 (configuration not stated)
→ 0	-3
Cc1cccc(C(=O)N2CCC(COc3ccc(C(=O)N4CCCC4)cc3)CC2)c1
→ 12	-1
CC(C)c1ccc(S(=O)(=O)N2CCCC2c2nc(-c3ccc(F)cc3)no2)cc1 (configuration not stated)
→ -43	0
O=C(Cc1nnc(-c2ccccc2)o1)NC1CCCC1
→ -5	-4
COc1ccc(/C=C/C(=O)c2ccc(NC(=O)c3ccco3)cc2)cc1OC
→ 44	-1
Cc1ccc(F)c(NC(=O)c2[nH]c3cc(C)sc3c2CN(C)C)c1
→ 6	2
O=C(c1ccc2c(c1)CCC2)C1CCC1
→ ·	4
CCC(=O)Nc1ccc(NC(=O)c2cc3ccccc3o2)cc1
→ -2	2
COc1cccc(C2=Cc3ccc(F)cc3C(CC(C)=O)N2c2ccc(-c3cncnc3)cc2)c1 (configuration not stated)
→ 23	-3
O=S(=O)(CCSCc1ccc(Cl)cc1)CCSCc1ccc(Cl)cc1
→ ·	-8
COc1ccc(-c2onc(C)c2C(=O)N2CCC(Cc3ccccc3)CC2)cc1
→ 99*	0
O=C(c1ccc2c(c1)C1C=CCC1C(c1ccc(Cl)cc1)N2)N1CCOCC1 (configuration not stated)
→ 83*	-1
COc1ccc(Cl)cc1C(=O)NCC(c1ccsc1)N1CCCC1 (configuration not stated)
→ 9	7
Cc1oc(C2CCN(C(=O)Nc3cccc(Cl)c3C)CC2)nc1C(=O)N1CCCC1
→ -6	-3
FC(F)Oc1ccc(C2=CC(c3ccc(Br)cc3)n3nnnc3N2)cc1 (configuration not stated)
→ 9	2
N#CC(=NOS(=O)(=O)c1cc(C(F)(F)F)cc(C(F)(F)F)c1)S(=O)(=O)c1ccc(Cl)cc1
→ ·	10
Cc1ccc(NC(=O)NCC2CCN(C3CCCC3)CC2)cc1C
→ -12	-9
CCOc1cc(/C=C2\SC(=N)N(c3nccs3)C2=O)ccc1OCCN1CCOCC1
→ 51*	-3
O=C(C1c2ccccc2CC(=O)N1Cc1ccccc1)N1CCCC1 (configuration not stated)
→ -2	-2
COc1cccc(Oc2c(C)oc3cc(OCC(=O)OCc4ccccc4)ccc3c2=O)c1
→ -9	-2
COC(=O)C(C#N)=CN(C)C
→ ·	-6
CCOc1ccc(C(=O)Nc2c3c(nn2-c2ccc(C)cc2)CSC3)cc1OCC
→ 29	-6
N#Cc1c(NC(=O)c2ccco2)sc2c1CCCCC2
→ -1	-1
Cc1ccc(C)c(N=c2oc3ccccc3cc2C(=O)Nc2nccs2)c1
→ -4	-2
CCCC1c2ccc(C)n2CCN1C(=O)Nc1cc(Cl)ccc1OC (configuration not stated)
→ -4	-3
Cc1cc2c(=O)n(CC(=O)Nc3cccc(C(C)C)c3)ccc2s1
→ -6	0

Carrying on:
Compound | mHTT-CaM PPI inh | Pf apPOL inh
CC1CCCN(CC2CCN(S(=O)(=O)c3ccc(F)c(F)c3)CC2)C1 (configuration not stated) | -7 | -3
O=C1CC2(CCN(C(=O)Cc3ccc([N+](=O)[O-])cc3)CC2)Oc2ccccc21 | -1 | -17
O=C(CCS(=O)(=O)c1ccc(Br)cc1)Nc1cccc(Cl)c1 | -7 | -4
COc1ccc(N2C(=O)CSC23CCN(C(=O)C2CC2)CC3)cc1 | -3 | -4
O=C1c2ccccc2NC(c2ccncc2)N1c1ccccn1 (configuration not stated) | 4 | 1
Cc1cccc(NC(=O)c2nc(-c3cccc(F)c3)n3c2CCCCC3)n1 | 44 | 4
COCCn1c(=NC(=O)CSC(C)=O)sc2cc(F)ccc21 | 4 | -1
Cc1cc(C(=O)N2CCN(C(=O)C3CC3c3cccs3)CC2)c(C)o1 (configuration not stated) | -3 | -3

Going on with the list.
Compound | mHTT-CaM PPI inh | Pf apPOL inh
Cc1ccc(S(=O)(=O)Nc2cccc(C(=O)O)c2)cc1C(N)=O | -1 | -4
CCc1ccccc1NC(=O)CCC(=O)O | -7 | -3
CC(NCc1ccccc1)C12CC3CC(CC(C3)C1)C2 (configuration not stated) | -6 | 0
COc1ccc(COCC(O)CS(=O)(=O)Cc2ccccc2)cc1 (configuration not stated) | · | -5
CN(C)/C=C/c1c(C=O)c2cc([N+](=O)[O-])ccc2n1C | 100* | -7
CC(=O)c1ccc(OC(C)C)c(Cc2c(O)nc(N)[nH]c2=O)c1 | 3&0 | 1&5
Cc1cc(C)c(C(=O)N2CCC(CC(=O)NC(c3cccs3)C(C)C)CC2)[nH]1 (configuration not stated) | 10 | -2
CC(C)CN(CC(C)C)S(=O)(=O)c1ccc(C(=O)O)cc1 | 4 | -4

Pulled by compound from the list above, 2 records:
Compound | mHTT-CaM PPI inh | Pf apPOL inh
Cc1ccc(S(=O)(=O)Nc2cccc(C(=O)O)c2)cc1C(N)=O | -1 | -4
CCc1ccccc1NC(=O)CCC(=O)O | -7 | -3

Complete entries, quoted from the list. Screens in order: mHTT-CaM PPI inh | Pf apPOL inh
Cc1ccc(S(=O)(=O)Nc2cccc(C(=O)O)c2)cc1C(N)=O across the screens: -1 | -4
CC(NCc1ccccc1)C12CC3CC(CC(C3)C1)C2 (configuration not stated) across the screens: -6 | 0

(cont.)
Compound | mHTT-CaM PPI inh | Pf apPOL inh
COc1ccccc1N1C(=O)c2ccc(C(=O)Nc3ccccn3)cc2C1=O | 4 | -1
Cc1ccc(C2=N/C(=C\c3ccc(F)cc3)C(=O)O2)cc1 | 0 | -2
COc1ccc(NC(=O)COc2ccc(Br)cc2)cc1Cl | -3 | 0
CC(=O)c1ccc2c(c1)C1c3ccccc3C2c2ccccc21 | -2 | 3
Cc1ccc(C2C(C#N)=C(N)SC(N)=C2C#N)o1 | 27&38 | -2
CC(=O)N1c2c(cc(Br)cc2S(=O)(=O)Nc2cccc(F)c2)CC1C (configuration not stated) | 6 | 6
CC1CCN(S(=O)(=O)c2ccc(NC(=O)c3cccc([N+](=O)[O-])c3)cc2)CC1 | 20 | -4
Cc1ccc(-n2nc3c(c2NC(=O)c2ccc4c(c2)OCO4)CS(=O)(=O)C3)cc1 | 11 | 1
CC(C)CC(=O)N1CCCC1c1cc(C(C)C)no1 (configuration not stated) | -9 | 1
Cc1cc(C)cc(C(=O)NCc2ccc3c(c2)nnn3C)c1 | -3 | -2

Screening data from PubChem.
